High-throughput results: PubChem, National Center for Advancing Translational Sciences (NCATS)
RXFP1 agonist – activates the human relaxin receptor RXFP1; HEK293T-RXFP1 cAMP TR-FRET, 30 min; response scale: percent of porcine relaxin response, buffer zero; Potency, µM (series often up to 57.5 µM), without a hit: at the top dose activation, usual class: activators; 370,000 compounds, 0.3% hits; AID 2676; also: potency is read from the fitted curve at half-maximal effect; % is scaled to controls: 0 for no effect and ±100 for the full control effect; nearly all actives have a fitted effect of over 60% in size; many of its hits are not listed in these tables
Target sequence (Q9HBX9 whole entry, looked up): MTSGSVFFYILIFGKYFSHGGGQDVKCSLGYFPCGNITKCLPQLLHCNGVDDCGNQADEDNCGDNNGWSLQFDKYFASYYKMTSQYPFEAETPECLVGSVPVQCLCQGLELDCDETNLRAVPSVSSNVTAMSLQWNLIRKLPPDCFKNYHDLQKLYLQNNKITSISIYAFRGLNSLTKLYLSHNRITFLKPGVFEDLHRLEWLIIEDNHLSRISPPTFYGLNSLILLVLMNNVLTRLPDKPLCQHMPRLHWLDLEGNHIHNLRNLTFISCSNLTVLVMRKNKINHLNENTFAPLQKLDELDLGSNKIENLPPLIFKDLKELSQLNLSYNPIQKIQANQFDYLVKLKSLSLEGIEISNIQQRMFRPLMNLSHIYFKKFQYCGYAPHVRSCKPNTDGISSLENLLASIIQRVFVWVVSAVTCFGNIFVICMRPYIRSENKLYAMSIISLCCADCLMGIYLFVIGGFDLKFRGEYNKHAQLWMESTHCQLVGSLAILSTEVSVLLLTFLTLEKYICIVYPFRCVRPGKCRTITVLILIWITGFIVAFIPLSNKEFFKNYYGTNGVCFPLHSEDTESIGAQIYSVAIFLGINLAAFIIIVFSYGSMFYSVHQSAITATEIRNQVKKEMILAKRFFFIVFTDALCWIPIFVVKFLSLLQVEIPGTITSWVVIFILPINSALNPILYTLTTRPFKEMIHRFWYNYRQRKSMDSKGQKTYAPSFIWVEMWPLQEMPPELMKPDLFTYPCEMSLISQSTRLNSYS
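Agonist response is measured as cAMP accumulation in an RXFP1-transfected HEK293T line under PDE4 inhibition. Values are scaled between buffer-only and 29 nM porcine relaxin, and EC50s come from standard Hill equation fits.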
D2 potentiator – D2 dopamine receptor (human) potentiation. potentiation, % at 10 µM. P14416. 340,000 compounds, 0.34% hits. HEK293 T-REx D2, calcium flux, EC20 dopamine potentiation. AID 485347;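 active = potentiation over 3 SD above the plate norm, cut at about 30% in these data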; also: 0% is about no effect
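Using a no-wash calcium dye in inducible, force-coupled HEK293 Trex cells expressing D2, we tracked fluorescence each second for 180 s after compound, then for 180 s after EC20 dopamine to detect augmented signalling.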
D1 ag – agonists of human D1 dopamine receptor; P21728; HEK293 T-REx D1 cells, calcium flux, agonist mode; activation, % at 2 µM; 360,000 compounds, 1% hits; AID 504660; in the data active = activation above about 30%; also: 0% is about no effect
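Tetracycline-induced HEK293 TREx D1 cells, force-coupled to calcium signalling, were dye-loaded with a no-wash calcium kit. Compound was pin-added after a 10 s baseline. Fluorescence was read kinetically at 1 cycle/s for 180 s, with calcium rises flagged as agonism.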
D1 PAM – human D1 dopamine receptor positive modulation. 360,000 compounds, 0.036% hits. HEK293 TREx D1 cells, calcium flux, dopamine EC20 potentiation. P21728. potentiation, % at 10 µM. AID 504651; in the data active = potentiation above about 30%; also: 0% is about no effect
GRP78 ERSR act – inducers of ER stress response in human glioma cells | 420,000 compounds, 0.02% hits | AID 602332 | U87-MG GRP78 promoter luciferase reporter, 16 h | Potency, µM, for the others: top-dose activation, most hits filed as activators; also: potency is read from the fitted curve at half-maximal effect; series mostly up to about 76 µM; % of control where 0% means no effect; nearly all actives have a fitted effect of over 35% in size
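Stably transfected U87-MG human glioma cells carrying a GRP78-based luminescent sensor were seeded at 1000 cells/well, pin-dosed with compounds and incubated 16 h. Luciferase reagent was then added, and end-point luminescence was read after 10 min at room temperature.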
Vif-A3G inh – Vif-A3G binding inhibition | Q9HC16 | HeLa A3G-eYFP + Vif (tagged APOBEC3G with the HIV-1 protein that degrades it), YFP fluorescence, overnight | Potency, µM (top dose mostly 46.1 µM), for inactives: top-dose activity, negative = active, most hits filed as inhibitors | 410,000 compounds, 0.076% hits;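 also: potency is read from the fitted curve at half-maximal effect; % is scaled to controls: 0 for no effect and ±100 for the full control effect; nearly all actives have a fitted effect of over 60% in size; hits raise eYFP signal because A3G escapes Vif-driven loss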
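HeLa cells stably expressing Vif and C-terminally eYFP-tagged A3G, seeded overnight at 37 deg C, then exposed to compound by pintool overnight at 37 deg C. Rise in yellow fluorescence (Ex 488/Em 500-530, Acumen) marks blocked Vif-driven A3G degradation.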
D1 antagonist – blocks dopamine activation of the human D1 receptor; HEK293 TREx D1 cells, calcium flux, dopamine EC80; stronger effect = lower value; AID 504652; P21728; activity change, negative = inhibition, % at 10 µM; 360,000 compounds, 3.2% hits; in the data active = activity change below about -30%; also: % is scaled to controls: 0 for no effect and ±100 for the full control effect
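Allosteric or orthosteric antagonism assessed as attenuation of the calcium response to EC80 dopamine, added 180 s after compound, in induced HEK293 Trex D1 cells loaded with no-wash calcium dye.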
Vif-APOBEC3F blk – Vif-A3F binding inhibition. HeLa A3F-eYFP + Vif (tagged APOBEC3F with the HIV-1 protein that degrades it), YFP fluorescence increase. Potency, µM (highest dose often 46.1 µM), without a hit: top-dose activity, negative = active. 390,000 compounds, 0.2% hits. AID 602313; also: potency is read from the fitted curve at half-maximal effect; % of control where 0% means no effect; nearly all actives have a fitted effect of over 65% in size
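HeLa cells stably expressing A3F-eYFP plus Vif, plated and incubated overnight at 37 deg C, then exposed to compounds overnight at 37 deg C. Blocked degradation read as raised yellow fluorescence (Ex 488/Em 500-530).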
RXFP1 antagonist – RXFP1 (human) relaxin receptor antagonism. Q9HBX9. HEK293-RXFP1, relaxin-stimulated cAMP HTRF, 30 min; stronger effect = lower value. activity change, negative = inhibition, % at 57.5 µM. 350,000 compounds, 0.59% hits. AID 1259400;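 active = activity change of -60% or lower, but not beyond a set lower limit; inconclusive = change between -60% and -40%, or beyond the set limit; inactive = change above -40%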; also: % is scaled to controls: 0 for no effect and ±100 for the full control effect
* marks the source's active call; other numbers are inactive results; ? = inconclusive; . = no result given. Unless noted, calls follow the shape of the dose curve; as a rule, active = well fitted curve in the direction sought with a large enough effect; inconclusive = small, poorly fitted or top-dose-only effect, or another doubt; inactive = no such curve, though single readings can be large; an effect the other way counts as inactive or inconclusive. Not all compounds are listed; count on the stated rates, not on these rows.

cpd	canonical_smiles	RXFP1 agonist	D2 potentiator	D1 ag	D1 PAM	GRP78 ERSR act	Vif-A3G inh	D1 antagonist	Vif-APOBEC3F blk	RXFP1 antagonist
1	Cn1c(SC/C=C/c2ccccc2)nnc1-c1ccco1	0.8%	-2	-1	0	14%	2%	2	-4%	-11
2	Cc1ccccc1NC(=O)Cc1nnc(SCC(=O)NC2CCCCC2)n1C	-2.0%	14	3	11	0%	-3%	-7	6%	-15
3	Cc1ccc(N2CCN(C3=NC(=O)/C(=C\c4cn[nH]c4-c4ccccc4)S3)CC2)cc1	-1.7%	5	0	3	-4%	0%	2	-4%	-9
4	Cc1ccc(NC(=O)N2CCN(c3nnc(C)c4c(C)n(-c5ccc(Cl)cc5)nc34)CC2)c(C)c1	0.1%	-7	1	-4	.	.	-2	.	-10
5	C/C(=N\NC(=O)c1ccco1)c1ccc(C(=O)O)s1	-4.6%	-7	5	3	5%	-2%	7	-8%	-1
6	CCCCSc1nsc(NC(C)=O)n1	-0.3%	-14	4	5	?	0%	-17	1%	3
7	COc1ccc(CCC(C)NCc2cccc(Br)c2)cc1 (stereo not drawn)	-0.2%	-14	29	-1	-4%	6%	8	0%	4
8	O=S(=O)(Cc1ccc(Cl)cc1)N1CCCCCC1	0.4%	-9	3	2	-4%	-2%	3	-15%	-3
9	O=C(NCc1ccc(F)cc1)c1cc(C(=O)C2CC2)c[nH]1	-0.6%	7	2	-11	0%	-3%	-10	-3%	-13
10	COCc1c(C(=O)Nc2cccc(S(=O)(=O)N3CCCCC3)c2)oc2ccccc12	.	.	.	.	-1%	-2%	.	?	3
11	Cc1cc(/C=N/n2cnnc2)c(C)n1-c1ccccc1	-0.8%	-4	0	-2	-3%	-25%	-15	3%	-10
12	CC1CN(c2ccc(S(=O)(=O)N3CCCC3)cn2)CC(C)O1 (stereo not drawn)	0.5%	1	0	2	-2%	1%	18	-1%	3
13	Cn1nc(N)c2ncc(C(Cl)(Cl)Cl)nc21	.	.	.	.	-6%	1%	.	-7%	9
14	CCCCCC(=O)N1C[C@@H](O)[C@H](n2cc(-c3ccc(F)cc3)nn2)C[C@@H]1c1ccc(Cl)cc1	.	.	.	.	-3%	0%	.	-7%	-4
15	CCOC(=O)CC1c2cc(OCC)c(OCC)cc2CCN1C(=O)Nc1cccc(Cl)c1 (stereo not drawn)	1.2%	-1	5	-4	-2%	-2%	1	3%	-10
16	COc1cc(N2CCCC2)c(OC)cc1/C=C(/C#N)c1ccc(F)cc1	0.5%	-5	23	2	2%	10µM*	-8	10µM*	-11
17	O=C(COC(=O)CCc1nc2ccccc2n1-c1ccccc1)Nc1ccc(N2CCCCC2)cc1	-0.8%	1	2	0	-4%	-1%	1	-4%	-4
18	O=C(CSc1nc2c([nH]c3ccccc32)c(=O)n1-c1ccc(F)cc1)NCc1ccccc1	-1.6%	4	2	-7	-1%	-2%	6	-7%	.
19	CC(NC(=O)COC(=O)c1cc(Cl)ccc1O)C1CC2CCC1C2 (stereo not drawn)	1.5%	8	16	-1	-8%	9%	-7	1%	-1
20	COc1ccc(CCN2C(=O)NC(NS(=O)(=O)c3ccc(N)cc3)(C(F)(F)F)C2=O)cc1OC (stereo not drawn)	1.1%	0	1	5	-3%	0%	-1	-9%	-3
21	Cc1noc(C)c1C(=O)Nc1nc(-c2ccc(F)c(F)c2)cs1	0.6%	.	2	-2	-5%	-1%	34	-2%	-7
22	COc1ccc(OC)c(Nc2cc(C)nc3ccc(C)cc23)c1	.	.	.	.	-6%	?	.	-14%	-7
23	CCOC(=O)c1sc(Nc2ccc(OCC)cc2)nc1C	-0.4%	4	8	4	0%	-1%	-4	4%	-8
24	Fc1cccc(CCN2CCNC[C@H]2Cc2cccc3ccccc23)c1	-0.6%	6	40*	-3	-8%	-9%	9	4%	.
25	COc1cc(NC(=O)Cc2c(C(=O)O)[nH]c3ccccc23)cc(OC)c1OC	-0.3%	10	3	-13	-7%	-5%	31	4%	13
26	CN1CCC(=O)N([C@H](CC#N)c2ccccc2)CC1	3.4%	1	0	0	2%	0%	14	-4%	.
27	O=S(=O)(Cc1ccccc1)N1CCN(Cc2ccc(Br)cc2)CC1	0.2%	-19	-1	-8	-7%	-7%	-2	1%	-14
28	CCC(C(=O)NC(C)(C)C)N(Cc1ccco1)C(=O)CNS(=O)(=O)c1ccc(OC)cc1 (stereo not drawn)	3.3%	-11	3	-2	-3%	3%	-2	5%	-12
29	CCCNC(=O)c1ccc(N2CCC3(CC2)CC(c2ccccc2)=NO3)c([N+](=O)[O-])c1	0.9%	-14	0	-8	-3%	9%	-8	-3%	.
30	Cn1cc(CCNC(=O)C2CCC(=O)N(CCc3ccc(Cl)cc3)C2)cn1 (stereo not drawn)	1.4%	9	0	-18	-2%	-1%	-52*	1%	-1
31	CCOc1ccc(CCNC(=O)c2ccc(=O)[nH]c2)cc1OCC	0.0%	11	1	-6	-5%	3%	5	3%	-3
32	Cc1c(-c2nnc(-c3ccc(C(F)(F)F)cc3)o2)cnn1-c1ccccc1	0.9%	-4	1	8	5%	1%	-6	0%	-4
33	CC1=NN(c2ccccc2)C(=O)C1C(=O)c1ccc(Cl)cc1 (stereo not drawn)	-1.1%	.	.	.	-4%	1%	.	1%	.
34	COc1ccc(-c2nc(CNS(=O)(=O)c3cc(OC)ccc3OC)cs2)cc1	-0.4%	-2	9	-3	-2%	0%	-9	4%	-1
35	N#Cc1ccc(NCC(=O)Nc2ccc3c(c2)OCCO3)cc1	2.9%	3	5	7	-1%	0%	-13	-10%	1
36	Cc1ccc(C(=O)c2c(NC(=O)c3cccnc3)sc3c2CCCC3)cc1	4.8%	5	1	-4	2%	-7%	4	-10%	-19
37	CCOc1ccc(-c2cc3c(=O)n(CC(=O)NCc4ccc(Cl)cc4)ccn3n2)cc1	11%	8	-1	1	.	.	0	.	1
38	Cc1nn(C)c2c1c(C(F)(F)F)cc(=O)n2CC(=O)N1CCCCC1	-0.3%	8	0	3	-4%	-3%	0	-4%	-11
39	COc1ncccc1C(=O)NC1CCCc2c1cnn2-c1ccc(C)c(C)c1 (stereo not drawn)	-0.1%	1	4	-5	-3%	0%	-6	-13%	2
40	COc1ccc(C(=O)NC2CCCc3ccccc32)cc1OC1CCN(C(C)=O)CC1 (stereo not drawn)	0.6%	-1	4	3	1%	3%	-15	6%	2

Reformatted: results already given
Screens in order – RXFP1 agonist	D2 potentiator	D1 ag	D1 PAM	GRP78 ERSR act	Vif-A3G inh	D1 antagonist	Vif-APOBEC3F blk	RXFP1 antagonist
[31] CCOc1ccc(CCNC(=O)c2ccc(=O)[nH]c2)cc1OCC
→ 0.0%	11	1	-6	-5%	3%	5	3%	-3
[32] Cc1c(-c2nnc(-c3ccc(C(F)(F)F)cc3)o2)cnn1-c1ccccc1
→ 0.9%	-4	1	8	5%	1%	-6	0%	-4
[33] CC1=NN(c2ccccc2)C(=O)C1C(=O)c1ccc(Cl)cc1 (stereo not drawn)
→ -1.1%	.	.	.	-4%	1%	.	1%	.
[34] COc1ccc(-c2nc(CNS(=O)(=O)c3cc(OC)ccc3OC)cs2)cc1
→ -0.4%	-2	9	-3	-2%	0%	-9	4%	-1
[35] N#Cc1ccc(NCC(=O)Nc2ccc3c(c2)OCCO3)cc1
→ 2.9%	3	5	7	-1%	0%	-13	-10%	1
[36] Cc1ccc(C(=O)c2c(NC(=O)c3cccnc3)sc3c2CCCC3)cc1
→ 4.8%	5	1	-4	2%	-7%	4	-10%	-19
[37] CCOc1ccc(-c2cc3c(=O)n(CC(=O)NCc4ccc(Cl)cc4)ccn3n2)cc1
→ 11%	8	-1	1	.	.	0	.	1
[38] Cc1nn(C)c2c1c(C(F)(F)F)cc(=O)n2CC(=O)N1CCCCC1
→ -0.3%	8	0	3	-4%	-3%	0	-4%	-11
[39] COc1ncccc1C(=O)NC1CCCc2c1cnn2-c1ccc(C)c(C)c1 (stereo not drawn)
→ -0.1%	1	4	-5	-3%	0%	-6	-13%	2
[40] COc1ccc(C(=O)NC2CCCc3ccccc32)cc1OC1CCN(C(C)=O)CC1 (stereo not drawn)
→ 0.6%	-1	4	3	1%	3%	-15	6%	2

Remaining list, next part
cpd	canonical_smiles	RXFP1 agonist	D2 potentiator	D1 ag	D1 PAM	GRP78 ERSR act	Vif-A3G inh	D1 antagonist	Vif-APOBEC3F blk	RXFP1 antagonist
41	O=c1cc(CN2CCOCC2)c2cc(Cl)c(O)cc2o1	7.1%	-2	3	2	-3%	2%	21	12%	-17
42	Cc1ccc(CN2CCN(C3CCN(C(=O)Nc4ccc(C)cc4Cl)CC3)C(=O)C2=O)cc1	-2.7%	-7	-1	2	-4%	-1%	15	-9%	9
43	CC(C)CN(C(=O)COC(=O)CNC(=O)c1ccccc1F)C1CCS(=O)(=O)C1 (stereo not drawn)	0.1%	-2	2	-4	2%	1%	-4	-10%	5
44	Cc1nc(NC(=O)C(C)(C)C)sc1-c1csc(N)n1	.	.	.	.	-6%	-10%	.	-3%	7
45	COc1ccc(CN(CC(=O)NCc2ccc(F)cc2)C(=O)CCC(=O)Nc2nccs2)cc1	-0.4%	.	0	-12	-5%	-14%	4	-9%	0
46	Fc1ccc(Br)cc1C1C=C(c2cccnc2)Nc2ncnn21 (stereo not drawn)	2.8%	4	2	5	-2%	-22%	4	-5%	.
47	Cc1cccc(NC(=O)c2cc([N+](=O)[O-])ccc2N2CCCCC2)n1	0.4%	4	3	2	-4%	-4%	6	7%	-16
48	CCOC(=O)C(NC(=O)CC)(Nc1ccccc1)C(F)(F)F (stereo not drawn)	0.7%	13	1	-5	-5%	1%	-10	-18%	5
49	O=C(CCN1C(=O)c2ccccc2C1=O)NCc1ccccc1	-0.3%	13	0	-6	1%	0%	4	0%	-2
50	c1ccc(N2CCN(C3CCSC3)CC2)cc1 (stereo not drawn)	4.7%	-35	0	-7	-4%	1%	8	-1%	3
